# Source: PubChem BioAssay
# aDG glyco up: activators of alpha-DG glycosylation, primary screen, uHTS, Pro5-aDG cells, AlphaScreen. alpha-DG glycosylation AlphaScreen (IIH6); 0% Pro5, 100% B10-LARGE cell signal. activation, % at 10 µM. 0.22% of 360,000 active. AID 624168, 2012;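 active = activation of at least 8% versus controls, or a plate z-score of at least 8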;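 note: Pro5 are CHO cells carrying HIG-tagged alpha-DG that lacks glycosylation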
# ABHD5 PLIN5 PPI: ABHD5-PLIN5 interaction inhibitors, primary screen, cell lysate, split luciferase complementation, luminescence | Perilipin-5 (Homo sapiens) + 1-acylglycerol-3-phosphate O-acyltransferase ABHD5 (Homo … | inhibition, % at 4 µM | Split G. princeps luciferase complementation, 4 h | 0.78% of 360,000 active;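 active = inhibition above the mean inhibition across every tested compound plus 3 SD, cut at about 22% in these data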;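 note: 0% = DMSO only wells and the 100% control is not disclosed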
# Exocytosis inh: LAMP-1 surface exposure blockers, TALL-104 cells – cell-based, flow cytometry, MLPCN library, primary screen | TALL-104 LAMP-1 surface exposure; cells stimulated with thapsigargin and PMA | inhibition, % at 10 µM | 0.66% of 360,000 active | AID 651702, 2012;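 active = inhibition above about 55%, limit read from the data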
# N-glyco inh: increase of ERlucT glycosylation luciferase signal, primary screen, N-linked glycosylation inhibitor project, D54 ERlucT cells, luminescence, set 2; 0.23% of 360,000 active; D54 ERlucT glycosylation luciferase reporter, 24 h; percent of 100 nM tunicamycin response; AID 588692, 2011; reporter increase, % at 12.5 µM;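 active = mean luciferase reporter signal, scaled so untreated is 0 and the glycosylation-blocking control 100, at or above a set limit in every replicate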;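 note: luciferase carries N-glycosylation sites so blocking glycosylation raises the light; 0% = median of neutral control wells and 100% = median of 100 nM tunicamycin wells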
# MC4R antag cAMP: MC4R antagonists of cAMP signaling, primary screen, cell-based, TR-FRET, antagonist arm of biased-ligand search. Melanocortin receptor 4 (Homo sapiens), P32245. MC4R-expressing cells, MTII-stimulated cAMP, LANCE TR-FRET. inhibition, % at 6.5 µM. 0.48% of 360,000 active. AID 540295, 2011;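 active = inhibition above its plate's cutoff, the mean of tested wells on that plate plus 3 SD, cut at about 29% in these data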;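 note: 0% = Melanotan II alone and 100% = Melanotan II plus saturating MCL0020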
# Target sequence (P32245 whole entry, looked up): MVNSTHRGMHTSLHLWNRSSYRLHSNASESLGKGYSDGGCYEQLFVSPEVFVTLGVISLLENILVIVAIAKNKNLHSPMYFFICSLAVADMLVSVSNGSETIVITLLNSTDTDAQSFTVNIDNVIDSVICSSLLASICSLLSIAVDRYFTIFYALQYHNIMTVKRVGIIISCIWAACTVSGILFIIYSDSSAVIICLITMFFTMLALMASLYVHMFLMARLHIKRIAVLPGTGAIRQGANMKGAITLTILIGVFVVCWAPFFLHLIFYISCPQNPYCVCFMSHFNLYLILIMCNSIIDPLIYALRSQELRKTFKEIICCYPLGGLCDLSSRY
#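 System – human MC4R-expressing U2OS cells · Also added – Melanotan II · Dosing – one concentration, 6.5 µM nominal · Timing – 30-min compound, 1-h challenge, 1-h detection, room temperature · Measured by – Eu-cAMP/anti-cAMP TR-FRET, emission 671 nm · Replicates – singlicate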
# HTR2A ag: mouse Htr2a agonists via beta-arrestin recruitment, primary screen, cell-based, luminescence; CHO-K1 mHTR2A beta-arrestin complementation; percent of 30 µM serotonin response; AID 624169, 2012; activation, % at 7.6 µM; 5-hydroxytryptamine receptor 2A (Mus musculus), P35363; 0.66% of 360,000 active;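 active = activation above a run cutoff, the mean activation of all tested compounds plus 3 SD, cut at about 14% in these data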;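 note: 0% = plate median of compound wells and 100% = 30 µM serotonin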
# Target sequence (P35363 whole entry, looked up): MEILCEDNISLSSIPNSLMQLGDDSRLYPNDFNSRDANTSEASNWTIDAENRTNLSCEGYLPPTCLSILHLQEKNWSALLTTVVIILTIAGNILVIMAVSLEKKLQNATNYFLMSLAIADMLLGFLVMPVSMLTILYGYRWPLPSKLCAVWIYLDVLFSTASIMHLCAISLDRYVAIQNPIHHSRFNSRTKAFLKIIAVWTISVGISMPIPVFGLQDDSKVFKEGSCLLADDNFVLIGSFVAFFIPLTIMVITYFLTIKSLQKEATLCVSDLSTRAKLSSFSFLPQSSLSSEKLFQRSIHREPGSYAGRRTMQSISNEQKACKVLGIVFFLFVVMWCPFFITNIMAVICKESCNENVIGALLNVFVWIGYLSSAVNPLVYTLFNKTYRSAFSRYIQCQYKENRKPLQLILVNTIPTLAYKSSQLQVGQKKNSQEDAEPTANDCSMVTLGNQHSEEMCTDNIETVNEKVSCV
# H9c2 protect: cardioprotection against H2O2-induced cell death, primary screen, uHTS, H9c2 cells, ATPLite luminescence | 0.63% of 360,000 active | protection from H2O2 cell death, % at 20 µM | H9c2 cardiomyocytes, H2O2 injury protection, 2 h | AID 588492, 2011;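 active = compounds giving at least 50% protection of heart cells from peroxide-induced death in the single-dose screen, raw or plate-pattern-corrected value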;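 note: 0% = DMSO wells with peroxide and 100% = DMSO wells without peroxide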
# ABCB6 inh 2: ABCB6 transporter inhibitors, primary screen, K562-ABCB6 cells, flow cytometry, MLPCN library | ATP-binding cassette sub-family B member 6 (Homo sapiens), Q9NP58 | K562-ABCB6 porphyrin accumulation, 1 h; stronger effect = lower value | fluorescence ratio to DMSO, % at 10 µM | 0.19% of 360,000 active | AID 602162, 2011;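 active = fluorescence ratio to DMSO below 75%, the collection mean minus 3 SD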;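 note: signal is porphyrin accumulated inside mitochondria; 100% equals median channel fluorescence of DMSO control wells; lower ratio means ABCB6 inhibition with less porphyrin fluorescence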
# hiPSC survival: enhancers of single-cell hiPSC survival, primary screen, ATPlite luminescence; 100% = ROCK inhibitor wells, 0% = DMSO; survival enhancement, % at 20 µM; 0.044% of 360,000 active; in the data active = survival enhancement above about 18%;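 note: cells exposed to compounds for 16 hours before the ATP read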
# MC4R ag barr: MC4R agonists recruiting beta-arrestin, primary screen, cell-based, luminescence, agonist arm of biased-ligand search; Melanocortin receptor 4 (Homo sapiens), P32245; U2OS MC4R beta-arrestin complementation; percent of melanotan II response, DMSO zero; activation, % at 8.9 µM; 0.98% of 360,000 active;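 active = activation above a per-plate cutoff, the mean activation of sample wells on that plate plus 3 SD, cut at about 8% in these data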
# Numbers without * were called inactive; . = not tested or not shown.
SMILES,aDG glyco up,ABHD5 PLIN5 PPI,Exocytosis inh,N-glyco inh,MC4R antag cAMP,HTR2A ag,H9c2 protect,ABCB6 inh 2,hiPSC survival,MC4R ag barr
Cc1ccc2c(c1)N(C(=O)CCC(=O)NCC(C)c1ccccc1)CC(C)O2 (stereo not drawn),0.5,-4.6,4.5,0.9,2.1,1.0,-0.3,105.0,-1.5,1.2
C/C(=N\NC(=O)c1ccccc1F)c1ccc2c(c1)Nc1ccccc1S2,0.6,8.8,-0.4,-7.9,-0.7,-1.0,-7.7,100.0,-1.7,0.3
COc1ccccc1CNC(=O)COc1ccc2c(c1)CCC2,0.4,1.4,1.6,-1.3,13.1,0.4,-6.6,98.0,8.3,-0.5
CCc1ccccc1N(CC(=O)NC1CCCCC1)C(=O)CCCC(=O)Nc1ccccn1,0.2,-4.1,-3.4,0.2,14.3,7.5,9.9,95.0,0.6,-1.4
Cc1ccc(SCc2nc3ccccc3[nH]2)cc1,0.4,1.6,-4.6,-4.9,17.4,-2.2,-15.9,99.0,-2.5,-1.0
CCOC(=O)C(NC(=O)c1ccccc1)=C(C)C,-0.2,5.6,-2.1,-2.7,-5.0,0.8,-0.8,100.0,-1.8,-1.9
CC1CCN(c2ccc3c(c2)S(=O)(=O)c2cccc(C(=O)NCc4ccc(F)cc4)c2C3=O)CC1,-0.2,1.9,-3.0,-6.6,14.7,4.7,3.3,117.0,-3.9,0.4
Cc1ccc(OCC(=O)N/N=C/c2cn(C)c3ccccc23)cc1,-0.1,-5.6,-5.9,2.0,-14.2,-4.1,-5.9,97.0,0.8,5.8
Cn1c(CNC(=O)c2ccccc2F)nnc1SCc1ccc(Cl)cc1,0.1,-4.2,-1.2,0.6,4.9,2.5,-2.2,96.0,-0.1,-0.8
CCCCC1Cc2[nH]c(=S)[nH]c(=O)c2C(c2ccc3ccccc3c2)O1 (stereo not drawn),0.2,-6.8,-5.5,.,.,1.8,.,100.0,0.8,.
CN(c1ccc(OCC(=O)OCc2nnc(-c3ccccc3)o2)cc1)S(=O)(=O)c1ccc(Cl)cc1,0.1,-2.5,3.6,2.9,9.1,-8.4,6.0,98.0,-0.5,-0.2
Cc1scc(C(=O)NNC(=S)NCc2ccccc2)c1C,0.0,6.0,-2.0,-4.9,-3.5,-3.6,-0.1,101.0,-0.8,2.4
CC(C)CNC(=O)C1(C)CCCN1C(=O)CSc1ccccc1 (stereo not drawn),-0.1,-1.5,0.3,-1.4,2.8,5.5,4.4,103.0,-1.7,-1.5
Cc1nc(-c2ccc3c(c2)OCCO3)cs1,-0.1,-1.1,0.6,3.4,2.6,-2.3,-4.3,103.0,-0.1,1.7
O=C(Nc1cc(Cl)ccc1N1CCOCC1)c1ccc(N2CCCC2=O)cc1,-0.2,-14.9,0.4,22.9,-1.5,2.9,-2.8,88.0,-0.4,-2.2
CCC(=O)Nc1cc(C(=O)OCC(=O)c2ccccc2Cl)ccc1C,-0.2,7.8,0.4,0.0,4.8,-1.5,-1.1,94.0,7.7,-1.2
CCCCc1ccc(S(=O)(=O)N/N=C(/C)c2ccncc2)cc1,1.8,-10.0,1.7,-1.0,1.3,7.7,-18.2,92.0,0.9,-0.6
COc1ccc(C(=O)C[C@@H]2OC[C@H](C(C)C)N2S(=O)(=O)c2ccc(C)cc2)cc1OC,0.0,5.0,1.6,.,.,2.1,.,.,.,.
Cc1ccc(C(=O)NC(=S)NCCCN2CCOCC2)cc1,0.5,2.9,-0.1,0.7,15.4,4.5,-8.6,99.0,0.8,-0.2
CN(C)C(=O)c1cccc(-c2ccc3nncn3c2)c1,-0.1,3.5,-5.6,3.0,7.3,7.0,-4.5,94.0,4.5,0.3
COCCNC(=O)c1ccc(CSCc2cccc(Cl)c2)o1,0.0,1.1,-18.9,-0.2,4.4,-3.5,-1.5,99.0,-0.4,-0.7
CCN1Cc2ccccc2-c2ccccc2S1(=O)=O,-0.4,0.9,0.6,0.1,8.0,-0.1,-1.8,102.0,-1.0,-1.7
CC(O)CNCc1cccc2ccccc12 (stereo not drawn),-0.2,-1.1,-3.3,1.1,-4.7,-3.1,0.7,93.0,1.2,-1.3
Cc1ccccc1C(=O)Nc1ccccc1C(=O)NCC(C)C,0.2,-0.1,-0.7,-2.7,0.9,-4.6,-0.8,98.0,0.0,-0.5
Cc1ccc(NC(=S)N2CCCC2)cc1C,0.1,0.8,-3.0,-0.5,18.4,-1.0,-2.1,98.0,-0.3,-3.1
O=C(NCc1ccccn1)c1ccc(NC(=O)c2ccco2)cc1,-0.1,-7.6,-2.2,-3.5,14.2,-5.0,-0.1,93.0,3.4,-0.3
C/C(=N\NC(=O)c1c(Cl)c(C)nn1C)c1ccc(NC(=O)COc2ccc(Cl)cc2C)cc1,2.1,-8.3,0.8,1.0,8.2,-2.8,2.7,94.0,-1.4,0.2
CN1C(=O)N(CC(=O)N2CCN(S(=O)(=O)/C=C/c3ccccc3)CC2)C(=O)C12CCCCC2,0.1,-4.8,-0.5,3.0,11.8,6.0,-0.7,98.0,0.4,-3.1
Cc1ccc(NC(=O)c2oc3ccccc3c2NC(=O)c2ccc3c(c2)OCO3)cc1,0.0,-6.0,2.1,1.0,5.4,5.4,6.2,96.0,-1.7,-0.7
COc1cccc2[nH]c3c(N4CCCC(C)C4)ncnc3c12 (stereo not drawn),1.1,-8.4,-2.9,11.7,-5.2,-5.1,-6.9,94.0,-0.1,-3.0
CCC(C)(C)NC(=O)c1cc(S(=O)(=O)N2CCc3ccccc32)cn1C,0.0,7.2,2.0,-0.2,-4.5,13.4,-26.4,100.0,1.6,-0.9
CCn1c(SCC(=O)Nc2sc(C)c(C)c2C#N)nnc1C(C)C,0.1,-5.9,-2.4,-1.1,8.1,1.6,4.9,94.0,-0.7,0.4
O=C(C1CCCCC1)N1C[C@H](O)[C@@H](n2cc(C3CC3)nn2)C[C@@H]1c1ccccc1,0.2,-5.8,-4.9,1.0,2.6,5.2,-0.7,99.0,-1.6,-0.4
Cc1cc(C(=O)N2CCCCCC2)cs1,0.0,-0.9,2.2,-0.9,-3.8,-0.4,-6.1,89.0,-0.8,-2.0
Cc1ccc(S(=O)(=O)N(C)c2ccc(C(=O)Nc3c(C)n(C)n(-c4ccccc4)c3=O)cc2)cc1,-0.8,-4.0,-2.1,1.5,12.0,-5.0,-5.0,99.0,-2.3,-0.4
CCCN(C(=O)Cc1csc(-c2ccccc2)n1)C1CCS(=O)(=O)C1 (stereo not drawn),-0.2,10.2,0.8,-1.1,3.0,-1.3,-0.5,96.0,1.3,-1.6
CC1CCN(C(=O)C2CCCN2S(=O)(=O)c2ccc(Cl)cc2)CC1 (stereo not drawn),-0.2,-1.5,1.7,1.0,3.5,-4.8,14.9,94.0,2.5,-1.7
CC(C)CC(=O)N1CCN(S(=O)(=O)c2ccccc2)CC1,0.1,-1.6,13.7,-2.4,0.0,-0.5,-7.1,100.0,0.6,-0.8
Nc1nonc1-n1nncc1-c1ccccc1,0.0,0.0,-3.1,1.4,13.6,-1.0,12.8,6.0*,0.3,0.7
COc1ccc(C2/C(=C(\O)c3ccc4c(c3)OCCO4)C(=O)C(=O)N2CCCN(C)C)c(OC)c1 (stereo not drawn),-0.1,9.0,7.1,3.3,-0.2,-3.1,-5.6,96.0,5.2,-0.5

# Molecules listed so far containing an NH in an aromatic ring (3):
SMILES,aDG glyco up,ABHD5 PLIN5 PPI,Exocytosis inh,N-glyco inh,MC4R antag cAMP,HTR2A ag,H9c2 protect,ABCB6 inh 2,hiPSC survival,MC4R ag barr
Cc1ccc(SCc2nc3ccccc3[nH]2)cc1,0.4,1.6,-4.6,-4.9,17.4,-2.2,-15.9,99.0,-2.5,-1.0
CCCCC1Cc2[nH]c(=S)[nH]c(=O)c2C(c2ccc3ccccc3c2)O1 (stereo not drawn),0.2,-6.8,-5.5,.,.,1.8,.,100.0,0.8,.
COc1cccc2[nH]c3c(N4CCCC(C)C4)ncnc3c12 (stereo not drawn),1.1,-8.4,-2.9,11.7,-5.2,-5.1,-6.9,94.0,-0.1,-3.0

# (list continues)
SMILES,aDG glyco up,ABHD5 PLIN5 PPI,Exocytosis inh,N-glyco inh,MC4R antag cAMP,HTR2A ag,H9c2 protect,ABCB6 inh 2,hiPSC survival,MC4R ag barr
CCN(CC)C(=O)c1[nH]cnc1C(=O)NCCCCCNC(=O)OC(C)(C)C,0.0,12.9,0.8,-1.1,8.5,-1.8,0.7,97.0,6.6,1.5
COc1cc2c(cc1OC)C(Cc1ccc(O)cc1)NCC2 (stereo not drawn),-0.3,5.1,-4.9,2.9,6.2,-7.1,9.3,98.0,-1.7,-0.7
O=C(C1=C[C@H](c2ccc(C(F)(F)F)cc2)C[C@H](OCc2ccc(CO)cc2)O1)N1CCN(Cc2ccc3c(c2)OCO3)CC1,1.2,9.1,0.0,0.2,24.8,-7.6,2.7,97.0,-2.1,1.0
COn1c(SCc2cccnc2)nc2ccccc2c1=O,0.2,5.9,-0.6,-1.2,9.2,-1.1,-0.1,118.0,-3.4,-2.0
CCOC(=O)C1=CN(Cc2cccc(F)c2)S(=O)(=O)N(CC)C1CCc1ccccc1 (stereo not drawn),-0.2,-4.2,-2.1,-4.5,1.6,-4.2,-14.8,94.0,2.1,-2.5
CNc1ncnc2c1ncn2[C@H]1CN(C2CCCC2)C[C@@H](CO)O1,-0.1,0.9,0.4,2.0,8.1,10.1,4.9,96.0,5.8,-0.6
CC(C)(C)n1nnnc1C(c1ccncc1)N(Cc1ccccc1)Cc1ccco1 (stereo not drawn),0.0,9.9,-0.3,-2.4,7.3,-5.1,14.2,94.0,2.2,-0.2
O=C(NC(=S)Nc1nc(-c2ccc([N+](=O)[O-])cc2)cs1)c1ccco1,-0.3,-1.4,0.8,-1.5,-1.4,6.6,-4.9,105.0,-0.3,-0.1
CC1(C)Cc2c(sc3nc(-c4ccccc4Cl)n(N)c(=O)c23)CO1,0.0,-1.1,-4.8,-2.9,6.8,-1.1,-2.7,94.0,-1.9,0.2
CCC(C)c1ccc(NC(=O)NCc2cccnc2)cc1 (stereo not drawn),0.1,7.9,-17.1,-1.6,12.5,-3.5,-3.2,96.0,0.0,1.2
Cc1ccc(-n2c(SCC(=O)N3Cc4ccccc4CC3C(=O)O)nnc2-c2cccnc2)c(C)c1 (stereo not drawn),-0.2,0.9,-1.0,-0.2,-2.3,7.9,-4.5,99.0,-1.9,-1.9
O=S1(=O)CC(N2CCN(Cc3ccccc3F)CC2)CN1Cc1cn(Cc2cccc(Cl)c2)nn1 (stereo not drawn),-0.2,4.3,2.9,.,.,14.9*,.,99.0,0.0,.
